proCasp3 act: procaspase-3 (human) activation; activation, % at 8.5 µM; P42574; 0.11% of 330,000 active; recombinant procaspase-3 D3A, Ac-DEVD-pNA absorbance 405 nm;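 active = activation above the mean of all tested compounds plus 3 SD, cut at about 21% in these data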;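 also: 0% = DMSO alone and 100% = DMSO wells spiked with extra 5 µM PC-3 D3A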
Target sequence (P42574 whole entry D9A/D28A/D175A): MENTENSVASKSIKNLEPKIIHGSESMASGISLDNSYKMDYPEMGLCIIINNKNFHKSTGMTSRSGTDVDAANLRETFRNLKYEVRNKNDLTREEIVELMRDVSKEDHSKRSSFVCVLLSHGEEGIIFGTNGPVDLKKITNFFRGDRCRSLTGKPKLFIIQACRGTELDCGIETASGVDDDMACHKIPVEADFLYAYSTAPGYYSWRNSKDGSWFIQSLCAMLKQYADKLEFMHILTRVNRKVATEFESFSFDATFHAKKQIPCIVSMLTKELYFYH
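Assay system – Procaspase-3 D3A mutant · Benchmarks – DMSO low control, extra-enzyme high control · Technique – 405 nm absorbance of p-nitroaniline, reads at 0 and 120 min · Doses – 8.5 µM nominal · Measure – % activation between DMSO and enzyme-spiked controls · Also added – Ac-DEVD-pNA chromogenic peptide substrate · Schedule – 1 h compound preincubation, 2 h substrate hydrolysis at 25 °C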
MEP2 TOR yeast: alters MEP2-GFP fluorescence in TOR pathway yeast screen. GFP response vs DMSO, % at 10 µM. 0.51% of 330,000 active. S. cerevisiae MEP2-GFP strain, flow cytometry GFP, 3 h; 100% = DMSO control level;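 active = GFP response versus DMSO above a set limit, roughly screen mean plus 3 SD, cut at about 180% in these data; inconclusive = fewer than 70 cells counted for a yeast strain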;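 also: median GFP fluorescence of the barcode-gated MEP2-GFP cells per well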
LAP4 TOR yeast: yeast TOR pathway LAP4-GFP modulation; S. cerevisiae LAP4-GFP multiplex, flow cytometry GFP, 3 h; median GFP as percent of DMSO wells; 0.34% of 320,000 active; GFP response vs DMSO, % at 10 µM; AID 2023;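 active = GFP response vs DMSO above a set limit, about the screen mean plus 3 SD, cut at about 150% in these data; inconclusive = under 70 cell events counted for the yeast strain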
procasp7 counter: counter-screen for procaspase-3 activators: activators of human procaspase-7; AID 463210; recombinant procaspase-7, Ac-DEVD-pNA absorbance 405 nm; D23A/D198A/D206A triple mutant, cannot self-cleave; scale: DMSO 0, 5 µM enzyme 100; P55210; 0.093% of 330,000 active; activation, % at 8.5 µM;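 active = percent activation above the screen-wide mean plus 3 SD, cut at about 25% in these data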
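Assay system: Uncleavable procaspase-7 mutant enzyme | Input: 2 µM procaspase-7 mutant as dispensed | Timing: 1 h compound preincubation, 2 h substrate cleavage, 25 °C | Repeats: One well per compound | Control set: DMSO wells as 0%, DMSO with 5 µM added PC-7 as 100% | Technique: Epi-absorbance of released pNA at 405 nm, two timepoints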
AHR act: human AHR activation; AID 2796; activation, % at 5 µM; P35869; AHR-responsive luciferase reporter cells, luminescence; 2.5% of 320,000 active; in the data active = activation above about 47%;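 also: 0% = vehicle wells and 100% = reference agonist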
Target sequence (P35869 whole entry, looked up): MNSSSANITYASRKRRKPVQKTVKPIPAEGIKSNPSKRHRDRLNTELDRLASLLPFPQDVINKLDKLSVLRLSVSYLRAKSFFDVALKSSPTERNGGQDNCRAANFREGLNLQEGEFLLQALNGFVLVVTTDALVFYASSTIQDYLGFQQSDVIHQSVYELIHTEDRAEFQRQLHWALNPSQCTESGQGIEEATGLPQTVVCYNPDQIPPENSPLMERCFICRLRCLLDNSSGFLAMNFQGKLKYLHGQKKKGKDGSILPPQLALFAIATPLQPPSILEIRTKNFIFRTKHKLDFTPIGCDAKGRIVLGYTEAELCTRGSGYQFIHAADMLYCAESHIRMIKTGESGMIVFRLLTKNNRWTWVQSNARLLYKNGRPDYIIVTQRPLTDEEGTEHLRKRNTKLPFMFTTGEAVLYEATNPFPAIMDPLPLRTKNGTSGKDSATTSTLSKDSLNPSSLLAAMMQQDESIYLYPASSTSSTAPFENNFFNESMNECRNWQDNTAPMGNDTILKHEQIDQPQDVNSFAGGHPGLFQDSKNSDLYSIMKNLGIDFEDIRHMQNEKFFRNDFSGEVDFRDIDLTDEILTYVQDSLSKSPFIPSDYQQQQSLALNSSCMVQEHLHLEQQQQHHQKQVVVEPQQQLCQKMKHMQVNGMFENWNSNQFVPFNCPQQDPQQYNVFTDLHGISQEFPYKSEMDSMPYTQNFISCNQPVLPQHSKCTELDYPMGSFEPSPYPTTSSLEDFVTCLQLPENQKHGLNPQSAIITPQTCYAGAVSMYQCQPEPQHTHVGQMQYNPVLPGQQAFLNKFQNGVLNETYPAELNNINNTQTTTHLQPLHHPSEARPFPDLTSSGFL
CR mimetic SO: lowers age-related superoxide in aged yeast cells; superoxide response (% of plate mean), % at 10 µM; AID 2690; 0.18% of 330,000 active; S. cerevisiae aged cells, superoxide DHE fluorescence; stronger effect = lower value;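 active = superoxide response under a set limit, about three screen SD below normal, cut at about 65% in these data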;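 also: yeast aged for seven days with compound at 30 °C before DHE staining; 100% = average MFI of all compound-treated wells on the plate with controls excluded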
RPL19A-GFP yeast: modulators of TOR pathway RPL19A-GFP in S. cerevisiae; S. cerevisiae RPL19A-GFP strain, flow cytometry, 3 h; stronger effect = lower value; percent response vs DMSO, % at 10 µM; 0.3% of 330,000 active;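 active = percent response vs DMSO below 50%; inconclusive = fewer than 70 events counted for the yeast strain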;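 also: median channel GFP fluorescence of the barcoded RPL19A-GFP strain; ratio of sample median GFP to plate DMSO average so 100% = DMSO; lower means less RPL19A-GFP as with rapamycin TOR inhibition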
JMJD2C inh: blocks human GASC-1 demethylase activity; Q9H3R0; GST-JMJD2C(1-420) H3K9me3 demethylation, DELFIA europium; inhibition, % at 2.35 µM; 0.069% of 330,000 active; AID 2099;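 active = more than half of a compound's replicate wells show inhibition beyond 50%, single wells judged on their own value; inconclusive = some, but no more than half, of replicates pass 50% inhibition; inactive = no replicate passes 50% inhibition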;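 also: signal counts dimethyl H3K9 product captured on neutravidin plate; 0% = median of DMSO wells and 100% = 0.3 times that DMSO median; strong numbers were not always called active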
Numbers without * were called inactive; ? = inconclusive; . = no result given; & = joins results of further samples; [ ] = remark or other dose.

SMILES	proCasp3 act	MEP2 TOR yeast	LAP4 TOR yeast	procasp7 counter	AHR act	CR mimetic SO	RPL19A-GFP yeast	JMJD2C inh
CC(C)NC(=O)CSc1nnc(-c2ccncc2)n1-c1ccccc1	1	92	88	7	16	98	91	-6
O=C(Nc1ccc(F)cc1)Nc1ccc(N2CCOCC2)c2nonc12	9	99	96	-9	9	112	95	-5
c1ccc(N2CCN(Cc3cnc(N4CCOCC4)s3)CC2)cc1	3	98	89	5	-3	106	97	-1
CC(C)(C)NC(=O)Cn1c(SCC(=O)NC2CCCCC2)nc2ccccc21	4	104	104	0	3	104	100	-3
CCCCn1cnc2c1c(=O)[nH]c(=O)n2CCCC	3	98	99	3	0	135	99	6
COc1ccccc1OCc1ccc(C(=O)NCC2CCCO2)cc1 (stereo unspecified)	-7	96	92	5	2	74	94	-5
COc1ccc(C(O)c2coc3ccc(O)c(CN(C)C)c23)cc1 (stereo unspecified)	-5	107	103	-5	-7	104	102	6
O=C(NCc1ccc(F)cc1)C1CCC(=O)N1C1CCCCC1 (stereo unspecified)	-2	101	99	4	-1	90	101	12
COC(=O)c1cc(S(=O)(=O)N2CCN(c3ccc([N+](=O)[O-])cc3)CC2)c[nH]1	-18	96	100	-9	0	130	101	3
Cc1ccc(-n2nnnc2SCC(=O)N2CCN(C(=O)c3ccco3)CC2)c(C)c1	3	104	100	11	1	96	96	-28&-7
O=C(c1cc2ccccc2oc1=O)N(Cc1ccccc1)CC1CCCO1 (stereo unspecified)	1	102	102	10	0	109	101	8
COc1cc(S(=O)(=O)N2CCOCC2)ccc1F	5	107	100	0	-1	120	100	-5
O=C(NNC(=O)c1cccc([N+](=O)[O-])c1)c1ccncc1	5	116	112	-5	0	104	105	-1
COc1ccccc1C(=O)Nc1ccc(S(=O)(=O)N2CCCC2)cc1	-6	102	112	4	-6	99	101	-2
COc1cc(OC)cc(C(=O)N2CCC(C(=O)Nc3ccc4c(c3)OCCO4)CC2)c1	-3	100	98	-3	-1	110	103	9
CC(C)Cc1nnc(NC(=O)CCC(=O)N2CCN(C3CCCC3)CC2)s1	6	86	83	3	0	75	83	?
C/C=C(/C)C(=O)Nc1cccc(C2=NOC3(C2)C[C@@H](C(N)=O)N(C(=O)C2(C)CC2)C3)c1 (stereo partly specified)	2	95	128	-8	-1	97	98	-13
C=CCc1cccc(/C=N/NC(=O)CCC(=O)Nc2ccc(F)cc2)c1O	-8	.	.	-21	13	101	.	-2
Cc1ccc(S(=O)(=O)N2CCCN(C(=O)CNC(=O)c3cccc(C)c3)CC2)cc1	11	94	88	-7	1	146	93	7
CCS(=O)(=O)Nc1cccc(C2=NN(S(=O)(=O)CC)C(c3ccccc3)C2)c1 (stereo unspecified)	6	102	95	5	1	96	105	2

Among those listed so far, 4 have fluorine.
SMILES	proCasp3 act	MEP2 TOR yeast	LAP4 TOR yeast	procasp7 counter	AHR act	CR mimetic SO	RPL19A-GFP yeast	JMJD2C inh
O=C(Nc1ccc(F)cc1)Nc1ccc(N2CCOCC2)c2nonc12	9	99	96	-9	9	112	95	-5
O=C(NCc1ccc(F)cc1)C1CCC(=O)N1C1CCCCC1 (stereo unspecified)	-2	101	99	4	-1	90	101	12
COc1cc(S(=O)(=O)N2CCOCC2)ccc1F	5	107	100	0	-1	120	100	-5
C=CCc1cccc(/C=N/NC(=O)CCC(=O)Nc2ccc(F)cc2)c1O	-8	.	.	-21	13	101	.	-2

Next section
SMILES	proCasp3 act	MEP2 TOR yeast	LAP4 TOR yeast	procasp7 counter	AHR act	CR mimetic SO	RPL19A-GFP yeast	JMJD2C inh
O=S(=O)(NCC1CCCO1)c1ccc(-c2ccc(S(=O)(=O)NCC3CCCO3)cc2)cc1 (stereo unspecified)	5	96	105	5	-6	104	100	-10
COC(=O)c1cc(O)cc(OC)c1C(=O)c1c(O)cc(C)cc1O	7	110	100	-13	0	117	99	61
COCCSc1nnc(NC(=O)c2cc(OC)c(OC)cc2[N+](=O)[O-])s1	-2	112	105	4	1	99	101	1
O=C(N/N=C\c1ccccc1)c1sccc1-n1cccc1	3	99	94	6	82*	83	98	-2
CC(=O)c1ccc(OCC(O)CN2CCN(S(=O)(=O)c3c(C)cc(C)cc3C)CC2)cc1 (stereo unspecified)	.	102	94	.	.	93	105	-4
COc1cc(NC(=S)N2CCCC(CO)C2)cc(OC)c1 (stereo unspecified)	-10	90	108	-17	3	94	95	-7
CC1(C)C(=O)Nc2ccccc2N1C(=O)CSc1nnc2ccccn12	11	104	98	1	-2	85	104	6
Cc1ccc(NS(=O)(=O)c2ccc3c(c2)NC(=O)CCS3)c(C)c1	3	120	99	1	2	85	105	-19
COc1ccccc1CCc1nnc(CCC(=O)NCC2CCCO2)o1 (stereo unspecified)	7	90	102	10	0	82	96	6
Cc1ccc(S(=O)(=O)N2CCC(c3nnc(SCCN4CCCC4)n3C)CC2)cc1	15	108	99	-3	-2	107	105	-14
Cc1c(C(=O)OCCOC(C)C)[nH]c2c1C(=O)CC(C)(C)C2	3	101	102	-3	3	97	100	0
CC(C)c1ccc(N(CC(=O)O)S(=O)(=O)c2cccnc2)cc1	5	121	108	1	-1	108	103	4
C[C@@H]1CN=C2N(CCNC(=O)CCC3CCCCC3)[C@H](Cc3ccc(O)cc3)CN21	-12	90	125	-4	3	112	96	8
O=C(NC1CCN(Cc2ccccc2)CC1)c1cncc(Br)c1	5	104	89	2	2	88	103	7
CCNc1ccc(C(=O)OC(C(=O)NC(N)=O)C(C)C)cc1[N+](=O)[O-] (stereo unspecified)	14	104	113	-2	-1	93	117	-8
COc1ccccc1/C=N/NC(=S)NCc1ccco1	-1	94	123	-5	33	83	87	16
CCn1cc(CCCC(=O)NCc2cccc(OC)c2)c2ccccc21	.	102	96	.	.	100	97	3
CCOc1ccccc1NC(=S)N1CCCc2ccccc21	-7	99	100	3	5	110	99	17
CC(=O)c1ccc(NC(=S)NC(=O)c2c(Cl)c(C)nn2C)cc1	10	110	102	-8	12	85	106	0
Cc1cccc(NC(=O)CS(=O)(=O)c2cn(C)c3ccccc23)c1	9	98	101	1	9	98	101	-3
Brc1ccc(CSc2nnc(-c3cnccn3)n2Cc2ccco2)cc1	3	91	108	-2	6	101	96	1
CCOc1ccc(NC(=O)CN(C)C(=O)Cc2n[nH]c(=O)c3ccccc23)cc1OCC	3	101	102	4	14	123	99	-2
Cc1cc(C)c(S(=O)(=O)NC2CCN(Cc3ccccc3)CC2)c(C)c1	1	92	98	1	2	89	96	-10
Cc1c(C)c2ccc(OCC(=O)Nc3ccccn3)cc2oc1=O	0	112	113	1	-1	121	109	1
CCN1CNC(=S)N(c2cc(C)ccc2C)C1	-1	106	95	16	-1	95	104	8
CC1(c2ccc(OC(F)F)cc2)NC(=O)N(CC(=O)Nc2ccc(S(N)(=O)=O)cc2)C1=O (stereo unspecified)	-6	98	114	8	-1	100	102	-1
COc1ccccc1CCC(=O)N1CCN(S(=O)(=O)c2cc(C(F)(F)F)ccc2Cl)CC1	-3	94	95	14	0	106	95	5
N/C(=N\OC(=O)c1cccc(Br)c1)c1ccncc1	5	108	98	6	53*	108	103	-4
Cc1n[nH]c(C)c1S(=O)(=O)N1CCN(C(=O)c2ccco2)CC1	7	98	90	11	-1	118	102	-6
CCOc1ccc(NC(=O)COC(=O)c2ccc3c(c2)C(=O)N(CCc2ccccc2)C3=O)cc1	8	106	96	2	3	100	101	-1
Cc1c(C(=O)Nc2ccccn2)oc2ccc(Br)cc12	-7	110	105	2	50*	102	102	-3
O=C(O)C(Oc1ccc2cc(-c3ccc(Cl)cc3)c(=O)oc2c1)c1ccccc1 (stereo unspecified)	.	104	99	.	.	103	102	-1
CCCCN(C)Cc1c(C)[nH]c2c(ccc3ccccc32)c1=O	2	104	98	-2	41	95	107	10
COc1ccc(N2CCN(C(=O)NC(=O)c3ccc(Cl)cc3)CC2)cc1	7	111	107	6	6	115	98	-2
COc1ccc(S(N)(=O)=O)cc1C(=O)NNC(=O)CN(C)S(=O)(=O)c1ccc(Cl)cc1	3	92	95	11	-1	104	96	2
O=C(C1CCCN1C(=O)c1cccs1)N1CCN(S(=O)(=O)c2ccc(F)cc2)CC1 (stereo unspecified)	12	106	101	11	1	108	97	3
Cc1cc(C)c2nc(N3CCOCC3)c(C#N)cc2c1	-24	108	100	-30	12	105	104	-8
COc1ccc(OC)c(NC(=O)CSc2nnc3ccc(-c4ccccn4)nn23)c1	-10	101	103	2	15	99	100	-17
CCCn1c(C)cc(C(=O)CSc2nc3nc(C)cc(C)n3n2)c1C	-9	109	98	-18	-1	107	104	1
C=CCn1c(C)cc(C(=O)CN2NS(=O)(=O)c3ccccc3C2=O)c1C	1	104	112	14	22	93	101	.
Cc1cccc(N=C2NC(=O)/C(=C/c3cccnc3)S2)c1C	-5	95	109	1	47*	91	93	-7
O=C(c1cc2nc(-c3ccco3)cc(C(F)(F)F)n2n1)N1CCCc2ccccc21	-6	107	99	-2	0	103	95	-6
Clc1ccccc1OCCCCN1CCCCC1	9	106	97	-6	2	87	99	8
COc1ccc(CNCC2COc3ccccc3O2)cc1 (stereo unspecified)	-9	90	96	-17	5	102	110	-4
COc1ccc(C(=O)N2CCCC2)cc1S(=O)(=O)N1CCC(C)CC1	3	108	101	8	-2	93	99	7
O=S(=O)(c1cccs1)N1CN(Cc2ccccc2)c2nc3ccccc3nc21	-2	97	94	1	4	104	90	5
COCCn1c(SCc2ccc(C(=O)OC)o2)nnc1-c1c[nH]c2ccccc12	5	90	98	12	4	84	90	-4
Cc1cccc(C(=O)OCC(=O)N(C)c2ccccc2)c1C	4	102	102	-4	2	96	103	-4
COc1ccc(C(=O)Nc2cc(S(=O)(=O)N3CCCCC3)ccc2OC)cc1	5	96	95	-1	1	104	95	.
COC(=O)CC1(C(=O)OC)Oc2ccc(Br)cc2C(=O)N1c1cc(Cl)c(Cl)cc1Cl (stereo unspecified)	3	91	107	3	31	84	97	-37
Next structures follow:
SMILES	proCasp3 act	MEP2 TOR yeast	LAP4 TOR yeast	procasp7 counter	AHR act	CR mimetic SO	RPL19A-GFP yeast	JMJD2C inh
Oc1cccc2c(NC(=S)Nc3ccc(OC(F)F)cc3)cccc12	-18	111	110	-20	30	93	100	-6
CC(=O)N1CCCc2cc(S(=O)(=O)NCc3ccc(C)cc3)ccc21	0	103	101	4	-1	94	99	2
CCOC(=O)NC(=O)/C(N=Nc1ccc(C(F)(F)F)cc1)=C(\C)O	0	97	98	7	44	105	91	-3
Cc1noc(C(=O)Nc2ccccc2C(F)(F)F)c1Cl	9	?	83[may fluoresce red and violet]	12	1	122	?	2
COc1cc(-c2nnn(Cc3ccccc3C)n2)cc(OC)c1OC	-2	105	105	-3	2	102	95	-3
O=C(Nc1ccccc1)C1CCN(S(=O)(=O)c2ccc3c(c2)OCCO3)CC1	1	104	108	3	1	84	102	0
O=C(NC(=O)c1ccccc1)Nc1ccc(-c2cnco2)cc1	1	107	109	9	1	83	100	4

Screens from PubChem BioAssay.
